Assay outcomes from PubChem BioAssay.
PhoP inhibition: inhibitors of PhoP regulon expression, primary screen, Salmonella Typhimurium, GFP reporter (AID 1863). S. Typhimurium PhoP-regulated promoter GFP reporter, 4 h; higher % means a stronger effect. one-dose inhibition, % at 50 µM; IC50 in µM for titrated hits. hit rate 0.16% among 300,000;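 active means inhibition over 29.93%, a cutoff 3 SD above the screen mean, later confirmed by dose response; inconclusive means inhibition over 29.93% but no dose response follow-up; inactive means inhibition at most 29.93% or unconfirmed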;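 further: 0% = low Mg2+ inducing control and 100% = high Mg2+ repressing control; strong numbers were not always called active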
LYP phosphatase: inhibitors of LYP phosphatase, biochemical, fluorescence intensity, uHTS (AID 1779); recombinant LYP phosphatase, fluorescence intensity; higher % means a stronger effect; inhibition, % at 11.5 µM, or IC50 in µM where a hit was titrated; hit rate 0.054% among 290,000;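 further: plate controls were vehicle with enzyme for no effect and no enzyme for full effect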
HIV peptide binding: inhibitors of HIV fusion peptide binding, primary screen, biochemical, uHTS, fluorescence dequenching (AID 1986); cell-free peptide binding, fluorescence dequenching, 30 min; higher % means a stronger effect; inhibition, % at 20 µM; hits with a dose series show IC50 in µM; hit rate 0.3% among 290,000; in the data active means inhibition mostly above about 52%, no sharp cut-off; inactive means mostly below about 76%; further: some results filed as inactive read as strong as hits
HEK293 NOD2/NF-kB: NOD2 signaling inhibitors, cell-based, luminescence, uHTS, HEK293 (AID 1566); HEK293 NOD2/NF-kB luciferase reporter, luminescence; higher % means a stronger effect; inhibition, % at 4 µM, or EC50 in µM where a hit was titrated; hit rate 0.63% among 290,000; further: many of its hits are not listed in these tables
Myeloid diff MLP: promotes myeloid progenitor differentiation | ER-HoxA9 myeloid progenitors, lysozyme-GFP differentiation, flow cytometry | calls only at 10 µM | hit rate 1% among 360,000;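 active means normalized GFP-positive differentiation at or above the plate's own cutoff, the solvent-only control mean plus 3 SD; inconclusive means no clear call, values can overlap the other calls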;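 further: cells exposed to compound for four days before flow analysis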
NOD1 NF-kB reporter: NOD1 signaling inhibitors, primary screen, cell-based, luminescence, uHTS (AID 1578); NOD1-driven NF-kB luciferase reporter cells, luminescence; higher % means a stronger effect; one-dose inhibition, % at 4 µM; EC50 in µM for titrated hits; hit rate 1% among 290,000; in the data active means inhibition mostly above about 36%, no sharp cut-off; inactive means mostly below about 34%;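 further: HEK-293T reporter cells stimulated with the NOD1 agonist gamma-tri-DAP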
KOR beta-arrestin-1: kappa opioid receptor blockers – cell-based, luminescence, uHTS (AID 1778). KOR beta-arrestin recruitment, luminescence, antagonist mode; higher % means a stronger effect. inhibition, % at 10 µM, or IC50 in µM where a hit was titrated. hit rate 0.091% among 290,000; further: strong numbers were not always called active
SIAH1 antagonists: blockers of Siah-1 interaction with plectin peptide – biochemical, fluorescence polarization, rhodamine-plectin, uHTS, primary screen (AID 1817). Siah-1 / rhodamine-plectin peptide fluorescence polarization; higher % means a stronger effect. one-dose displacement, % at 20 µM; IC50 in µM for titrated hits. hit rate 0.02% among 290,000;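 active means displacement of at least 50% at 20 µM, with a fluorescence ratio check between 0.3 and a set limit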;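 further: plate controls were Siah plus tracer with DMSO for no effect and tracer alone without Siah for full effect; strong numbers were not always called active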
KOR beta-arrestin-2: kappa opioid receptor activators – cell-based, luminescence, uHTS, primary screen (AID 1777) | hit rate 0.02% among 280,000 | one-dose activation, % at 10 µM; EC50 in µM for titrated hits | KOR beta-arrestin recruitment, luminescence; higher % means a stronger effect; in the data active means activation above about 50%, passing the limit was not always enough; further: a part of the inactive calls stands beside numbers as strong as those of hits
Myeloid diff MLP GFP+ MAC1+ %: further read-out of Myeloid diff MLP, marked with its call; GFP+ MAC1+ double positive, %; measured here: differentiation confirmed by MAC1 staining
The depositor's hits bear a star; i = inactive; ? = inconclusive; / = no result given; + = active, no number; [ ] = another dose, or the depositor's remark. Unless noted, no stated cut-off is given here; in the data, active means inhibition above about 50%; inactive means the rest. An excerpt. The share of hits here may be higher or lower than overall.

molecule	PhoP inhibition	LYP phosphatase	HIV peptide binding	HEK293 NOD2/NF-kB	Myeloid diff MLP	Myeloid diff MLP GFP+ MAC1+ %	NOD1 NF-kB reporter	KOR beta-arrestin-1	SIAH1 antagonists	KOR beta-arrestin-2
COc1ccc2c(c1OC)C(=O)N1c3ccccc3C(=O)N(c3ccc(F)cc3)C21 (stereo not drawn)	-5%	3%	1.6%	-24%	i	0.7	-30%	12%	-3%	1.0%
Cc1ccc(Cn2cc(/C=N/Nc3ccc([N+](=O)[O-])cn3)c3ccccc32)cc1	6%	1%	0.5%	-62%	+	2.9*	-29%	-11%	-1%	-1.3%
CC(C)Sc1nc2c(c(=O)[nH]c(=O)n2C)n1Cc1ccc(Cl)cc1	0%	1%	0.4%	16%	i	0.6	16%	-3%	1%	-2.0%
CCOc1[nH]n(-c2ccccc2)c(=O)c1C=Nc1ccc(C(=O)OC)cc1	-2%	2%	-0.9%	10%	i	0.1	21%	-15%	-2%	9.0%
CCN(CC)C(=O)C(Sc1nnnn1-c1ccc(O)cc1)c1ccccc1 (stereo not drawn)	-4%	-3%	-1.3%	10%	i	0.8	-13%	-9%	2%	-0.7%
CCc1onc(C)c1C(=O)O	-2%	-4%	2.5%	8%	i	0.8	-44%	-21%	0%	-0.3%
CCc1ccccc1NC(=O)CSc1nnc(Cn2cnc3ccccc32)o1	1%	-4%	1.9%	8%	i	0.5	-24%	-21%	6%	-3.3%
COCCSc1ccccc1C(=O)Nc1cc(C)cc(C)c1	3%	-6%	0.6%	16%	i	0.4	-16%	-26%[20 µM]	7%	-2.7%
CC(C)CN(CCNC(=O)CN1C(=O)CSc2ccc(S(=O)(=O)N3CCOCC3)cc21)CC(C)C	4%	-8%	0.6%	1%	i	0.1	-24%	11%	3%	1.0%
CCCCN(CC)S(=O)(=O)c1ccc(C(=O)N=c2sc3cc(NC(C)=O)ccc3n2C)cc1	15%	-1%	-1.5%	20%	i	0.4	-10%	-36%	-5%	1.1%
Cc1cccc(-c2nc(=S)c3c(n2Cc2ccco2)CCCC3)c1	-3%	-11%	2.9%	11%	i	0.9	-11%	3%	-5%	-2.3%
COc1ccc(CN2C(=O)c3oc4ccccc4c(=O)c3C2c2ccc(O)c(OC)c2)cc1 (stereo not drawn)	-2%	-4%	-2.3%	20%	i	0.3	4%	28%	7%	1.6%
CN(C(=O)COC(=O)c1nc(Cl)ccc1Cl)c1ccccc1	-3%	-11%	-0.6%	14%	i	1.2	-3%	8%	-5%	-1.9%
O=C(c1nc2ccc(Cl)cn2c1CNCC[C@@H]1C[C@@H]2C=C[C@H]1C2)N1CCCCCCC1	4%	4%	1.7%	-21%	i	0.3	-29%	8%[20 µM]	9%	-5.8%
CCN(Cc1ccc(O)cc1)CC1CCCN(CCc2cccc(F)c2)C1 (stereo not drawn)	5%	-5%	-0.4%	2%	i	0.5	-24%	46%[20 µM]	-2%	-1.6%
NC(=O)CN(c1ccc([N+](=O)[O-])cc1)S(=O)(=O)c1ccccc1	10%	-3%	0.2%	3%	i	0.1	-43%	-32%[20 µM]	2%	/
COc1ccc(N2CCN(C(=O)CCC(=O)NNc3nc4ccccc4c4nc(C)nn34)CC2)cc1	5%	-5%	-2.9%	-4%	i	1.9	28%	4%	-10%	-5.0%
COc1ccc(C2CC(Cn3cc(C#N)c(=O)n(C)c3=O)ON2C)cc1 (stereo not drawn)	-2%	-4%	-0.6%	-3%	i	0.2	-18%	4%	1%	-3.1%
Cc1ccc(/C=N/NC(=O)c2nnn(-c3nonc3N)c2CN(C)c2ccccc2)s1	4%	-3%	-0.1%	20%	i	0.8	-35%	-31%	-2%	8.1%
Nc1c(C(O)(C(F)(F)F)C(F)(F)F)ccc2ccccc12	30%	-2%	1.7%	10%	i	1.9	7%	23%	5%	8.3%
O=C(Nc1ccccc1)N1CCN(c2nc3ccccc3s2)CC1	-5%	-7%	1.3%	-46%	i	1.4	-14%	-42%	1%	6.1%
CC1=NNC(=O)C1C(c1ccccc1)C(C#N)C#N (stereo not drawn)	1%	-1%	-2.4%	15%	i	7.1	8%	1%	3%	-3.9%
N#Cc1nc(N2CCCC2)nc(N2CCCC2)n1	-6%	-9%	3.8%	38%	i	0.5	39%	-14%	2%	-3.9%
COc1ccc(Cc2nnc(N)s2)cc1	4%	-1%	0.2%	-8%	i	1.2	24%	-7%	-7%	4.2%
COCCN1C(=O)N(c2cccc(C)c2)C(=O)C1CC(=O)Nc1ccc(OC)cc1 (stereo not drawn)	9%	-8%	-1.4%	9%	i	0.9	-19%	-6%	5%	-2.3%
Cc1ccc(C(=O)N2Cc3ccccc3CC2C(=O)O)cc1 (stereo not drawn)	-9%	-8%	-0.1%	3%	i	8.2	9%	-1%	-2%	-1.9%
COc1ccccc1CNC(=S)Nc1ccc(F)cc1	-1%	-12%	-1.5%	11%	i	0.6	16%	-15%[20 µM]	-7%	-0.6%
COc1ccc(CC2=CC(=O)c3ccccc3C2=O)cc1	3%	-5%	-0.2%	13%	?	/	-25%	-18%	5%	3.2%
O=C(CN1CCCCC1)Nc1scc2c1c(=O)oc1ccccc12	-4%	1%	0.9%	-22%	i	0.3	-13%	22%	8%	-2.9%
CC(=O)c1ccccc1OC(=O)CCN1C(=O)c2ccccc2C1=O	-2%	7%	1.9%	-6%	i	0.2	-27%	22%	-2%	2.5%
CCn1cc(/C=N/NC(=O)COc2cccc3cccnc23)c2ccccc21	-6%	-2%	2.1%	-12%	i	1.2	1%	-9%	-2%	5.3%
CCc1ccc(N2C(=O)CN(CC(=O)OC)C2=S)cc1	-2%	-4%	2.2%	14%	i	0.2	-36%	6%[20 µM]	3%	/
O=S1(=O)CCN(OCc2ccc(Cl)cc2)CC1	7%	-6%	-1.2%	21%	i	0.5	-21%	6%	-2%	-2.6%
CN(C)CC(C)(C)CNC(C(=O)Nc1ccc(Cl)cc1C(F)(F)F)c1ccccc1 (stereo not drawn)	3%	1%	-0.2%	5%	i	0.1	24%	-47%	-2%	8.0%
Cc1ccc2[nH]c3c(c2c1)CN(C(=O)CN1CCN(Cc2ccc4c(c2)OCO4)CC1)CC3	5%	-2%	-1.5%	-25%	i	1.1	-2%	-17%	-1%	-1.4%
CC1(C)CC(=O)C2=C(C1)Nc1ccccc1NC2c1ccc(F)cc1 (stereo not drawn)	4%	-3%	-1.7%	6%	i	0.7	-6%	6%	-3%	-3.6%
C/C=C(\CS(=O)(=O)c1ccccc1)S(=O)(=O)c1ccccc1	21%	-7%	1.6%	-5%	i	0.9	60%	-71%	-3%	2.4%
CCc1ccccc1NC(=O)CSc1n[nH]c(C)c1[N+](=O)[O-]	1%	-2%	-0.4%	4%	i	0.6	-16%	-12%	-2%	4.8%
Cc1cnc(C(=O)OC(C(=O)Nc2cc(C(F)(F)F)ccc2Cl)c2ccccc2)cn1 (stereo not drawn)	-2%	-8%	0.3%	-11%	i	0.7	-30%	-2%	2%	2.8%
COc1cccc(C(=O)OCC(=O)NC(=O)NC2CCCC2)c1O	8%	-7%	-1.6%	3%	i	0.4	-17%	18%	6%	-2.0%
COC(=O)[C@H](CC(C)C)NC(=O)NCCCc1ccccc1	-4%	-6%	1.6%	17%	i	0.4	-24%	-39%	5%	2.4%
CC(Oc1ccccc1)C(=O)Nc1ccc(C(N)=O)cc1 (stereo not drawn)	-8%	-5%	-2.3%	0%	i	6.4	-14%	24%	2%	-2.8%
Nc1nccc(-c2cccs2)n1	3%	-4%	2.6%	11%	i	0.5	-19%	34%	2%	-0.8%
COc1ccc(-n2nc3c(N4CCC(C(=O)NCc5cccc(C)c5)CC4)nnc(C)c3c2C)cc1	-2%	-5%	36%	25%	i	0.8	-4%	-27%	-3%	3.3%
CCCCC(=O)NC1(C(F)(F)F)NC(=O)N(Cc2ccccc2)C1=O (stereo not drawn)	-3%	0%	-0.7%	-11%	i	0.4	-30%	-14%	3%	12%
OC1(CNCc2ccccc2)C2CC3CC(C2)CC1C3 (stereo not drawn)	5%	-5%	-1.2%	-26%	i	0.2	-2%	4%	-4%	-3.1%
Cc1[nH]c2ccccc2c1SCc1nnc(SCc2ccc(Cl)cc2)n1C	-5%	-1%	-0.8%	13%	i	0.7	-7%	14%	13%	-0.6%
O=C(Cc1nc(-c2cnccn2)no1)NNC(=O)Nc1ccccc1	-4%	-6%	-0.7%	2%	i	1.5	-8%	-36%	-4%	1.2%
Cc1ccc(NC(=O)NCCN2CCCCC2)cc1C	10%	-9%	-0.6%	-3%	i	0.4	6%	-37%[20 µM]	-5%	-4.5%
Cc1c(C(=O)Nc2ccccc2)csc1-c1ccccc1	4%	-2%	-0.4%	-193%	i	1.4	-80%	23%	4%	4.9%

Complete entries, quoted from the list.
`Cc1ccc(/C=N/NC(=O)c2nnn(-c3nonc3N)c2CN(C)c2ccccc2)s1` is listed as PhoP inhibition: 4%; LYP phosphatase: -3%; HIV peptide binding: -0.1%; HEK293 NOD2/NF-kB: 20%; Myeloid diff MLP: i; Myeloid diff MLP GFP+ MAC1+ %: 0.8; NOD1 NF-kB reporter: -35%; KOR beta-arrestin-1: -31%; SIAH1 antagonists: -2%; KOR beta-arrestin-2: 8.1%
`COC(=O)[C@H](CC(C)C)NC(=O)NCCCc1ccccc1` is listed as PhoP inhibition: -4%; LYP phosphatase: -6%; HIV peptide binding: 1.6%; HEK293 NOD2/NF-kB: 17%; Myeloid diff MLP: i; Myeloid diff MLP GFP+ MAC1+ %: 0.4; NOD1 NF-kB reporter: -24%; KOR beta-arrestin-1: -39%; SIAH1 antagonists: 5%; KOR beta-arrestin-2: 2.4%

(cont.)
molecule	PhoP inhibition	LYP phosphatase	HIV peptide binding	HEK293 NOD2/NF-kB	Myeloid diff MLP	Myeloid diff MLP GFP+ MAC1+ %	NOD1 NF-kB reporter	KOR beta-arrestin-1	SIAH1 antagonists	KOR beta-arrestin-2
CC1=NN(c2nc3ccccc3[nH]2)C(=O)C1Cc1ccccc1 (stereo not drawn)	?	-3%	6.9%	-21%	?	/	-5%	25%	-3%	-0.7%
Cc1ccc(-c2csc3nc(C(C)C)oc(=O)c23)c(C)c1	-2%	-2%	0.7%	4%	i	0.8	-7%	8%	-2%	1.0%
CC(NC(=S)N1CCOCC1)c1ccccc1 (stereo not drawn)	-15%	-13%	-0.5%	13%	i	0.6	-13%	14%	-2%	4.6%
Cc1cccc(NC(=S)N(CCCN2CCOCC2)Cc2cn(C)c3ccccc23)c1	3%	-8%	0.9%	24%	i	3.7	-14%	5%	7%	-5.5%
COCCN(CC1CCCN(C2Cc3ccccc3C2)C1)C(=O)c1ccc(C(C)=O)cc1 (stereo not drawn)	6%	-9%	0.3%	-1%	i	2.4	-23%	-16%	1%	-3.2%
CC1(C)NC(=O)N(CCOCCOc2ccccc2-c2ccccc2)C1=O	-1%	1%	-1.2%	10%	i	0.3	-7%	24%	-6%	-1.9%
Nc1nc(-c2ccc3c(c2)CCCC3)cs1	12%	-4%	0.5%	-85%	i	3.1	-84%	-11%	-6%	10%
COc1ccc(NC(=O)CN2CCN(c3ccccc3)CC2)cc1	2%	-3%	-1.4%	-9%	i	0.6	-39%	1%	4%	-7.2%
CCOc1ccc(CCNc2nc3c(c(=O)n(C)c(=O)n3C)n2CC)cc1OCC	0%	-1%	1.1%	17%	i	0.7	17%	10%	-1%	-2.6%
